# Assay outcomes as filed in PubChem BioAssay.
# aDG glyco act = alpha-DG glycosylation activation; hit rate 0.22% among 360,000; Pro5-aDG cells, alpha-DG glycosylation AlphaScreen (IIH6); 0% Pro5, 100% B10-LARGE cell signal; activation, % at 10 µM;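 active = activation of at least 8% versus controls, or a plate z-score of at least 8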;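 note: Pro5 are CHO cells carrying HIG-tagged alpha-DG that lacks glycosylation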
# CF NFkB block = inhibitors of cystic fibrosis induced NF-kB; hit rate 0.86% among 360,000; inhibition, % at 5 µM; AID 588850; KKLEB NF-kB-GFP reporter, PAF-induced, GFP fluorescence overnight;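 active = at least 50% inhibition at 5 µM, scaled per plate between neutral and stimulator controls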;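 note: PAF is a Pseudomonas aeruginosa culture filtrate used as stimulus; plate controls were PAF-stimulated DMSO wells for no effect and unstimulated DMSO wells for full effect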
# TRPM1 prom inh = inhibitors of MITF-driven TRPM1 promoter in melanoma cells; hit rate 0.83% among 330,000; inhibition, % at 12.5 µM; AID 488899; SK-MEL-5 TRPM1 promoter luciferase, 24 h;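 active = mean inhibition across replicates of 60% or more, whatever share of single replicates reaches that level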; note: values of inactives mirror those of a sister screen read the other way
# KKLEB cytotox = reduces viability of KKLEB cystic fibrosis airway cells; KKLEB CF airway cells viability, ATPlite luminescence, overnight; hits give low values; cells stimulated with P. aeruginosa culture filtrate; activity change (cytotoxicity), % at 5 µM; hit rate 0.36% among 360,000;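 active = corrected activity change at or below -50% at 5 µM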
# HIF-2a block = inhibitors of HIF-2a; 786-0 RCC cells HIF-2a reporter, luciferase luminescence, overnight; inhibition, % at 18.8 µM; hit rate 0.72% among 360,000;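 active = inhibition of the luminescence signal of 40% or more relative to plate controls, in a single-dose primary screen at 18.75 µM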
# TWEAK Fn14 block = inhibitors of TWEAK-Fn14 interaction signaling; TWEAK-stimulated Fn14 reporter cells, luciferase luminescence, 8 h; inhibition, % at 10 µM; hit rate 2% among 360,000; AID 1159606; in the data active = inhibition above about 50%
# Peg3 promoter = reduces Peg3 promoter-driven luciferase expression in HeLa | HeLa PEG-Prom luciferase reporter, luminescence, overnight | inhibition, % at 20 µM | hit rate 1.7% among 360,000;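 active = inhibition of at least 50% at 20 µM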
# NR2E3 ag-1 = activates human NR2E3 receptor; AID 602229; Q9Y5X4; inhibition of corepressor binding, % at 3.98 µM; CHO-S Gal4-NCOR/VP16-NR2E3 two-hybrid, luciferase; hit rate 0.35% among 360,000;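 active = inhibition above the mean of all tested compounds plus 3 SD, cut at about 70% in these data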;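 note: 0% = DMSO with NR2E3 transfected cells and 100% = cells lacking NR2E3 construct; higher means lower luciferase signal from less NR2E3 corepressor binding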
# Target sequence (Q9Y5X4 whole entry, looked up, the tested form may be a part): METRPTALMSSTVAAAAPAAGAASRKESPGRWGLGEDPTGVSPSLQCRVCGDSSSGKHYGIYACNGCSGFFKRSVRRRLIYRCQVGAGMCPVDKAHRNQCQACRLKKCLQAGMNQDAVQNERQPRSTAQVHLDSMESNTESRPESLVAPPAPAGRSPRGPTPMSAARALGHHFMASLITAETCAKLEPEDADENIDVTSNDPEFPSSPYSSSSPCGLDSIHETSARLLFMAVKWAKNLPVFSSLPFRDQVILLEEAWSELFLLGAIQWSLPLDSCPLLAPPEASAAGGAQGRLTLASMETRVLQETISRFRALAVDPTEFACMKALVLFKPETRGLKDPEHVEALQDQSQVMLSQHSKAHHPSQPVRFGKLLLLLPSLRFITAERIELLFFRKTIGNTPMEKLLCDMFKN
# hiPSC survival = hiPSC single-cell survival enhancement | ATPlite luminescence; 100% = ROCK inhibitor wells, 0% = DMSO | survival enhancement, % at 20 µM | hit rate 0.044% among 360,000 | AID 602274; in the data active = survival enhancement above about 18%;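 note: cells exposed to compounds for 16 hours before the ATP read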
# NR2E3 ag-2 = agonists of human nuclear receptor NR2E3 | Q9Y5X4 | GST-NR2E3/biotin-RetCOR TR-FRET, 1536-well | inhibition of corepressor binding, % at 4.78 µM | hit rate 0.12% among 320,000 | AID 2300;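 active = percent inhibition above the cutoff of mean plus 3 SD of all tested compounds, set per screening campaign, cut at about 20% in these data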;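 note: 0% = DMSO wells and 100% = biotin wells as full block of FRET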
#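 Material: NR2E3–RetCOR corepressor complex / Amount: 1.35 nM GST-NR2E3 / Medium: Tris pH 7.5 / Compound: single nominal compound dose of 4.8 µM / Incubation: 5 h at 4 °C / Technique: TR-FRET, Eu(K)-anti-GST donor, streptavidin-D2 acceptor, ex 340, em 617/671 nm / Read-out basis: percent loss of FRET ratio relative to control wells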
# Shn3 inh set2 = inhibitors of Schnurri-3 3'UTR reporter in osteoblasts; Clone20 osteoblast Shn3 3'UTR firefly luciferase, 24 h; inhibition, % at 12.5 µM; hit rate 0.52% among 360,000; AID 588674;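 active = mean inhibition of at least 75% with every replicate also reaching 75%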;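 note: 0% = median of neutral control wells and 100% = pilot-screen positive control compound; some compounds past the cut are filed as inactive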
# The depositor's hits bear a star; . = no result given. Not a hit list. Share with any hit: about 4.4%.
SMILES,aDG glyco act,CF NFkB block,TRPM1 prom inh,KKLEB cytotox,HIF-2a block,TWEAK Fn14 block,Peg3 promoter,NR2E3 ag-1,hiPSC survival,NR2E3 ag-2,Shn3 inh set2
COc1cccc(-c2nn(-c3ccccc3)cc2CN(C)C(C)c2ccon2)c1 (centres undefined),0.1,10,-22,-8,5,18,7,-21,-0.1,0,-21
O=C(CCN1CCOCC1)Nc1ccc2c(c1)CCC2,-0.2,-9,0,-1,-56,6,-31,-14,-2.0,6,-14
CSc1ccc(S(=O)(=O)NCC(=O)OC(C)C(=O)NCc2ccccc2)cc1[N+](=O)[O-] (centres undefined),0.4,-7,-9,3,20,-5,-2,2,0.4,3,-4
COc1ccc(N2C(=O)C(Cl)=C(N3CCCC3)C2=O)cc1,0.3,9,0,-6,-53,-11,-25,2,-3.4,4,7
CCC1(Cc2ccccc2)NC(=O)c2ccccc2O1 (centres undefined),-0.1,16,-3,1,12,0,1,2,1.3,2,12
COc1cc(S(=O)(=O)N(C)C2CCCCC2)c(C)cc1C,0.4,0,3,9,20,3,23,1,0.2,.,-7
O=C1CC(c2cccnc2)c2cc3c(cc2N1)OCO3 (centres undefined),1.1,-17,-3,-1,-6,-6,3,-2,-2.4,-1,11
Cc1ccc(N(C(=O)CNC(=O)c2ccco2)C(C(=O)NC2CCCC2)c2ccncc2)cc1F (centres undefined),0.3,4,15,-9,9,0,-7,2,-0.4,2,9
Cc1ccccc1NC(=O)c1cnc2ccccn2c1=O,0.1,-8,9,-5,-33,83*,-10,-140,-1.5,3,25
COc1ccccc1N1CCN(CC(=O)NC(=O)NCc2ccccc2)CC1,0.0,-1,.,21,-6,6,10,-4,-0.4,.,6
Cn1ncc(Br)c1C(=O)N1CCOCC1,-0.3,-15,-9,7,10,10,6,8,0.9,2,-4
Cc1nc2ccc(NC(=O)c3oc4ccc(F)cc4c3C)cc2s1,-0.2,-18,-5,7,-31,-10,-45,-4,-0.2,-60,0
Cc1cc(C)cc(N(CC(=O)Nc2ccccc2)C2=NC3CS(=O)(=O)CC3S2)c1 (centres undefined),0.4,6,.,14,10,25,6,-38,-1.4,8,-29
Cc1ccccc1-c1n[nH]nc1C1=CC(=O)CC(C)(C)C1,-0.2,6,.,5,-5,-1,-22,-7,5.7,.,-6
Cc1[nH]cnc1CSCc1ccc(F)cc1,-0.1,0,-27,-1,-20,-6,-9,11,2.9,-3,-3
CCOC(=O)Cc1nc(-c2ccc(Cl)cc2)n[nH]1,0.4,-15,-17,10,-11,-63,-56,-1,-2.5,0,-29
O=C(CSc1nnc(NC2CCCCC2)s1)NCc1ccco1,0.0,6,4,0,16,4,3,18,0.0,2,-3
N#CCn1cc(/C=N/NC(=O)c2cc3c(ccc4ccccc43)o2)c2ccccc21,0.0,-10,5,12,-6,0,33,-6,0.3,1,10
CCOC1OC(=O)C(Cl)=C1Nc1ccccc1C (centres undefined),0.0,14,18,-2,8,17,6,-10,1.1,-1,2
CCCN1C2=NS(=O)(=O)CCN2c2ccccc21,-0.3,-1,3,14,16,2,21,-5,9.4,-1,-7
CCN=C1NN=C(c2ccc(C)cc2)CS1,1.6,-13,16,-11,-198,-15,-68,-102,-2.8,1,-22
O=[N+]([O-])c1cccc(-c2nc(NCc3ccccc3)c3ccccc3n2)c1,0.0,-51,13,5,-5,12,17,-14,-1.7,0,12
COc1ccc(NC(=S)Nc2ccc(OC)cc2OC)c(OC)c1,0.1,-3,-2,-13,5,1,21,-23,1.1,0,-34
CCN1C(=O)[C@H]2[C@@H](c3ccc(C)cc3)N[C@]3(CCCN(Cc4ccco4)C3=O)[C@H]2C1=O,0.1,11,.,6,0,15,11,-12,0.4,.,-8
COCC(C)NC(=O)c1ccc(-n2nc(C(F)(F)F)cc2-c2cccs2)cc1 (centres undefined),-0.2,-21,9,17,19,34,28,2,-0.8,2,2
COc1ccccc1C(=O)Nc1ccccn1,-0.1,-24,-28,12,-211,2,-209,-95,-1.0,1,-44
CSc1ncccc1C(=O)OCc1ccccc1Cl,0.2,15,-52,4,-38,-12,-128,-9,1.7,3,-8
O=C(O)c1ccc(/C=N/Nc2nc(N3CCCCC3)nc(N3CCCCC3)n2)cc1,-0.2,-19,10,-1,9,-4,15,-26,-0.6,3,-4
COc1ccc2nc(SCC(=O)Nc3ccc4sc(C)nc4c3)c(C#N)cc2c1,0.5,17,3,-62*,-59,-11,-38,-5,3.0,-2,-2
CCCCn1c(=O)[nH]c(=O)c2c1nc(-c1ccc(-c3ccccc3Br)o1)n2CCOC,-0.1,14,7,-10,15,-7,9,-9,8.2,0,8

# Of the compounds above, 4 have fluorine:
SMILES,aDG glyco act,CF NFkB block,TRPM1 prom inh,KKLEB cytotox,HIF-2a block,TWEAK Fn14 block,Peg3 promoter,NR2E3 ag-1,hiPSC survival,NR2E3 ag-2,Shn3 inh set2
Cc1ccc(N(C(=O)CNC(=O)c2ccco2)C(C(=O)NC2CCCC2)c2ccncc2)cc1F (centres undefined),0.3,4,15,-9,9,0,-7,2,-0.4,2,9
Cc1nc2ccc(NC(=O)c3oc4ccc(F)cc4c3C)cc2s1,-0.2,-18,-5,7,-31,-10,-45,-4,-0.2,-60,0
Cc1[nH]cnc1CSCc1ccc(F)cc1,-0.1,0,-27,-1,-20,-6,-9,11,2.9,-3,-3
COCC(C)NC(=O)c1ccc(-n2nc(C(F)(F)F)cc2-c2cccs2)cc1 (centres undefined),-0.2,-21,9,17,19,34,28,2,-0.8,2,2

# Following part.
SMILES,aDG glyco act,CF NFkB block,TRPM1 prom inh,KKLEB cytotox,HIF-2a block,TWEAK Fn14 block,Peg3 promoter,NR2E3 ag-1,hiPSC survival,NR2E3 ag-2,Shn3 inh set2
CN1CCN(/N=C/c2ccc(-c3ccc([N+](=O)[O-])cc3)o2)CC1,-0.6,2,-45,-14,-186,-26,-96,-16,0.2,-3,-28
CCn1cc(CN2CCCC(CO)(Cc3ccc(F)cc3)C2)c2ccccc21 (centres undefined),-0.1,-2,11,0,21,2,19,-21,-0.1,-1,7
Cc1onc(-c2ccccc2)c1C(=O)N/N=C/c1ccc([N+](=O)[O-])s1,6.0*,-15,65*,1,24,30,25,-31,1.1,2,-1
CC(C)CCNC(=O)Cn1c(=O)oc2cc(S(=O)(=O)N3CC(C)CC(C)C3)ccc21 (centres undefined),0.1,15,.,4,13,5,40,-6,-2.2,5,41
Cc1cc(C)c(S(=O)(=O)N2CCOC2CNC(=O)C(=O)NCc2ccncc2)c(C)c1 (centres undefined),0.0,11,6,-12,7,-5,0,8,1.0,3,17
Cc1noc(C)c1CCC(=O)Nc1c(C(C)C)cccc1C(C)C,0.3,-12,1,15,13,-10,12,5,-1.9,1,1
COc1ccccc1NC(=O)CN1CCN(CC(=O)Nc2ccc(F)cc2)CC1,0.2,-4,4,7,7,-16,14,-11,7.3,0,28
COc1cccc(C(=O)N2CCN(Cc3ccc4c(c3)OCO4)CC2)c1OC,0.2,0,3,4,14,7,13,16,-1.9,-2,9
COC(=O)CCC(=O)COc1ccc(OC)cc1C#N,-0.2,5,-99,1,-240,22,-215,-15,-0.5,-1,-31
C=CCN(C(=O)c1ccc(Cl)cc1)c1ccccc1C(=O)NCC(=O)O,-0.1,-2,0,7,8,8,8,14,0.3,1,.
N=c1c2c(n(Cc3ccc(F)cc3)c3c1CCC3)CCCC2,-0.1,-7,33,10,12,22,-1,-10,-2.5,2,52
CN(C)CCCNC(=O)c1ccc2[nH]c3ccccc3c2c1,0.1,6,-6,5,1,7,0,-6,-0.1,1,-8
CSCCC(=O)N(C)CC1CCCN(CCc2cccc(C(F)(F)F)c2)C1 (centres undefined),0.1,8,-2,5,8,1,6,-32,0.4,1,11
O=C(c1ccccc1)C1Oc2ccccc2C2CC(c3cccs3)=NN12 (centres undefined),-0.4,8,2,0,-17,-1,-1,-12,0.7,1,-15
COc1ccc(/C=C2\Oc3cc(OC(=O)N4CCOCC4)ccc3C2=O)c(OC)c1,0.3,0,7,3,11,-24,-13,-1,-0.9,0,-7
COc1cc(OC)cc(C(=O)NC(C)CNc2ccc(Cl)cc2[N+](=O)[O-])c1 (centres undefined),-0.1,10,-10,-2,11,13,22,-3,1.1,-3,20
Cc1ccc(CC2CC(=O)N(c3ccc(Cl)cn3)C2=O)cc1 (centres undefined),0.0,13,-11,-1,10,9,0,-1,-1.7,1,-6
Cc1ccccc1Cn1c(C(C)O)nc2ccccc21 (centres undefined),0.0,14,-1,-3,22,15,13,-1,-2.0,2,-12
COc1ccc(N(CC(=O)N2CCN(c3ccccc3)CC2)S(=O)(=O)c2c(C)noc2C)cc1,2.9,-10,.,-12,8,6,4,-8,0.2,3,7
O=S(=O)(NC(=NCc1ccccc1)c1ccccc1)c1ccc(Br)cc1,0.3,22,-4,7,17,-3,11,29,-0.5,0,19
CCOc1ccc(N=Nc2cc(C(C)C)ccc2O)cc1,-0.3,-6,-23,-1,-82,-7,-74,-20,-0.9,1,-6
O=C(COc1ccc2c3c(c(=O)oc2c1)CCC3)N1CCCC1,0.1,-6,-11,2,-36,20,-46,-12,-0.5,0,76
CN(CCCS(=O)(=O)[O-])c1ccc(/C=C/c2ccc3ccccc3[n+]2C)cc1,-0.2,-5,-5,-4,6,-9,1,-7,0.6,.,26
CC(NC(=O)c1ccc2c(c1)S(=O)(=O)N=C1CCCCCN12)c1ccc(S(N)(=O)=O)cc1 (centres undefined),0.2,-6,-1,8,-2,5,5,-40,0.1,-2,-4
Cc1nc2ccccc2c(=O)n1NC(=O)c1ccc(Cl)c(Cl)c1,0.0,1,13,2,14,-11,5,7,-0.6,0,11
Cc1cc(C)n2c(SCC(=O)NC3CCCCC3)nnc2n1,0.3,6,-6,-1,3,-14,7,6,-2.1,0,-11
CN(CC(=O)Nc1cccc(S(=O)(=O)NC2=NCCC2)c1)Cc1cccc(F)c1,0.4,-25,0,12,12,10,11,-30,0.7,2,8
CC(C)CNC(=S)N(CCN(C)C)Cc1cc2cc3c(cc2[nH]c1=O)OCCO3,0.0,0,1,9,3,5,12,-29,1.6,1,-4
O=C(Nc1ccccc1Cl)c1cc(S(=O)(=O)N2CCCCC2)ccc1N1CCOCC1,1.7,-5,4,-4,15,-5,30,-5,1.2,-5,8
Cc1nc2c(OCc3cccc(Cl)c3)cccn2c1N(C)Cc1cccs1,1.9,1,.,-10,-87,-17,18,38,-2.1,.,20
O=C(NCC1CCOCC1)c1ccc(OC2CCN(Cc3ccccn3)CC2)cc1,-0.3,6,-9,2,18,2,8,-1,-0.7,2,6
O=C(Nc1nccs1)c1ccc(-c2ccccc2Cl)o1,-0.1,-19,-49,12,-303,1,-282,-114,-2.5,0,-26
CC1CCC2(CC1)NC(=O)c1ccccc1O2 (centres undefined),-0.1,11,-5,0,19,-8,10,-38,0.4,0,7
